# MITF inh – MITF inhibitors, primary screen, biochemical, AlphaScreen, human; AlphaScreen MITF homodimerization, bead proximity signal; inhibition, % at 2.6 µM; 650,000 tested, 0.91% active; AID 1259374, 2018; in the data active = inhibition above about 50%;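 also: 0% = vehicle wells with protein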
# GPR151 activ – activators of human GPR151, primary screen, cell-based, PathHunter beta-arrestin, luminescence | PathHunter beta-arrestin GPR151 cells | activation, % at 11.2 µM | 650,000 tested, 1% active | AID 1508602, 2020; in the data active = activation above about 4.9%;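 also: 0% = median of compound wells and 100% = cells with positive control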
# FBW7 activator – FBW7 E3 ligase activators, primary screen, biochemical, AlphaScreen, human; F-box/WD repeat-containing protein 7 (Homo sapiens), Q969H0; AlphaScreen FBW7–phospho-cyclin E peptide binding, activator screen; normalized activity (activation), % at 26.1 µM; 650,000 tested, 0.13% active; in the data active = normalized activity above about 1.9%;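 also: purified mutant Fbw7 with reduced substrate affinity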
# Target sequence (Q969H0 whole entry, looked up): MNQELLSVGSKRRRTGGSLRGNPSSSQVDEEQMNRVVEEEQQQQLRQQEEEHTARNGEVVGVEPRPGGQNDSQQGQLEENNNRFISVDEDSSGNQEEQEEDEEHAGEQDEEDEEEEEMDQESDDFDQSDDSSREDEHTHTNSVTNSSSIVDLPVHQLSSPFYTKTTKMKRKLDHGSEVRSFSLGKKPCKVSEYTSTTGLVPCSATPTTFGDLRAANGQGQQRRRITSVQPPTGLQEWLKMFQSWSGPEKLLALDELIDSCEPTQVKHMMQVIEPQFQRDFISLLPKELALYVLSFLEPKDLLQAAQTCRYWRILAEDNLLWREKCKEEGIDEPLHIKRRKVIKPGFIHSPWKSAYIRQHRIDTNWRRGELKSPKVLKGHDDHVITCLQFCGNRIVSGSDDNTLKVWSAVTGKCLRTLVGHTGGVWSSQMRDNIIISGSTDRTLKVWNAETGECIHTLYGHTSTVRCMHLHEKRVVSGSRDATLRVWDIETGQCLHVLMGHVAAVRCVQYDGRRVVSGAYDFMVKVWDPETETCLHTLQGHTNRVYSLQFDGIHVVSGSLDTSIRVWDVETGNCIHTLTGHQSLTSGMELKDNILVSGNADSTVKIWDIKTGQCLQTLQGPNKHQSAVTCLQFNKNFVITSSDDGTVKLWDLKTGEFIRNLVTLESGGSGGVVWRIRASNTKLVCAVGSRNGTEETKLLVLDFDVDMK
# TEAD-YAP block – TEAD-YAP interaction inhibition, primary screen, TEAD-YAP interaction inhibitor project, luminescence, HEK-TIYL cells; TEAD-Gal4/YAP UAS-luciferase luminescence; inhibition, % at 9.12 µM; 640,000 tested, 1.4% active; in the data active = inhibition above about 32%;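 also: 0% = median of test compound wells and 100% = reference inhibitor wells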
# * hit, by the source's call; . = no result given; & = joins results of further samples; ! = a repeat was not active.
Molecule,MITF inh,FBW7 activator,TEAD-YAP block,GPR151 activ
CCOC(=O)COc1ccc2c(=O)c(-c3ccccc3F)c(C)oc2c1,0,-0.1,0,6.2*
CNC(=O)Nc1cccc(C(F)(F)F)c1,-14,0.1,-7,-1.3
CC(C)CCN1C(=O)c2ccc(-c3nc4cc(Cl)ccc4c(=O)o3)cc2C1=O,-5,-0.1,-5,0.4
Cc1nc(-c2cccc(NC(=O)c3ccccc3C)c2)cs1,10,0.2,-5,-0.1
Cc1c(NC(=O)c2ccccc2[N+](=O)[O-])cccc1-c1nc2ccccc2o1,-9,0.3,-15,-0.5
N#Cc1cccc(NC(=O)N2CCc3nc(N4CCCC4)[nH]c(=O)c3C2)c1,3,-0.1,1,1.3
COc1cc(-c2ccc3c(c2)COC2(CCN(C(C)=O)CC2)O3)cc(OC)c1OC,-4,0.1,1,0.5
COc1ccc(C(C)NC(=O)c2cc3ccccc3oc2=O)cc1OC (stereo unspecified),9,0.0,-12,0.4
N#C/C(=C/c1cn[nH]c1-c1ccccc1)C(=O)Nc1ccccc1O,5,-0.2,-1,-0.6
O=S(=O)(c1cccc(Cl)c1)N1CCN(CC(O)c2ccccc2)CC1 (stereo unspecified),46,-0.2,1,-0.8
COc1cc(NC(=O)Cc2cccs2)cc(OC)c1,-7,0.0,8,-1.0
C/C(=N\NC(=O)CNc1ccccc1C)c1ccc(C)cc1,-14,0.0,2,-0.8
Cc1onc(-c2ccccc2Cl)c1C(=O)Oc1cc(N)n(S(=O)(=O)c2ccc(Cl)cc2)n1,8,-0.1,0,0.9
CC1CCN(Cc2ccc(O)c3ncccc23)CC1,83*,-0.4,41*,1.5
CCc1ccc(CN(C)C(=O)CCc2nnc(CCc3c[nH]c4ccccc34)o2)nc1,3,0.8,2,0.0
CC(=O)Nc1ccccc1NC(=O)C/C(C)=N/NC(=O)c1cccc(C)c1O,-6,-0.4,-14,0.2
COc1ccc(S(=O)(=O)NCC2CCN(Cc3ccco3)CC2)c(OC)c1,12,0.1,-5,1.6
N#CC1=C(SCC(=O)NCc2ccccc2)NC(=O)CC1c1ccco1 (stereo unspecified),-6,-0.1,-7,1.4
COc1cc(C2NC(=S)NC(C)=C2C(C)=O)ccc1OC(C)C(=O)O (stereo unspecified),5,0.0,-1,1.3
CCCCC[C@@H](O)/C=C/[C@H]1[C@H](O)C[C@]2(C)C/C(=C\CCCC(=O)O)C[C@H]12,-4,.,.,-0.6
C=CCOc1ccc(/C=C\c2nc(O)c([N+](=O)[O-])c(=O)[nH]2)cc1OC,14,1.1,16,-1.6
COc1ccc(NC(=O)C2CCCN(CCCc3ccccc3)C2)cc1OC1CCCC1 (stereo unspecified),3,-0.2,-3,-2.2
S=C(NCc1ccc(-n2cccn2)cc1)NCC1CCCO1 (stereo unspecified),10,-0.1,-1,-0.5
Cc1ccc(SCCC(=O)Nc2sccc2C(N)=O)cc1,-10,-0.1,-38,-0.9
O=C(O)C1CCN(Cc2cnc(Cl)s2)CC1,-4,0.1,5,-0.8

# Taken from above.
# Value of `C=CCOc1ccc(/C=C\c2nc(O)c([N+](=O)[O-])c(=O)[nH]2)cc1OC` in FBW7 activator: 1.1
# Value of `COc1cc(C2NC(=S)NC(C)=C2C(C)=O)ccc1OC(C)C(=O)O` (stereo unspecified) in MITF inh: 5

# Part of the list above with just TEAD-YAP block.
SMILES	TEAD-YAP block
CC(=O)Nc1ccccc1NC(=O)C/C(C)=N/NC(=O)c1cccc(C)c1O	-14
CNC(=O)Nc1cccc(C(F)(F)F)c1	-7
N#Cc1cccc(NC(=O)N2CCc3nc(N4CCCC4)[nH]c(=O)c3C2)c1	1
COc1ccc(C(C)NC(=O)c2cc3ccccc3oc2=O)cc1OC (stereo unspecified)	-12

# Among those listed so far, these have an NH in an aromatic ring.
Molecule,MITF inh,FBW7 activator,TEAD-YAP block,GPR151 activ
N#Cc1cccc(NC(=O)N2CCc3nc(N4CCCC4)[nH]c(=O)c3C2)c1,3,-0.1,1,1.3
N#C/C(=C/c1cn[nH]c1-c1ccccc1)C(=O)Nc1ccccc1O,5,-0.2,-1,-0.6
CCc1ccc(CN(C)C(=O)CCc2nnc(CCc3c[nH]c4ccccc34)o2)nc1,3,0.8,2,0.0
C=CCOc1ccc(/C=C\c2nc(O)c([N+](=O)[O-])c(=O)[nH]2)cc1OC,14,1.1,16,-1.6

# Other entries:
Molecule,MITF inh,FBW7 activator,TEAD-YAP block,GPR151 activ
CCCCN(CC)C(=O)C1CCC(CNS(=O)(=O)c2cccc3nsnc23)CC1 (stereo unspecified),5,0.0,0,0.9
CCC(C)C1N=C2c3ccccc3N=C(SCc3cc(=O)n4cc(Cl)ccc4n3)N2C1=O (stereo unspecified),15,-0.1,-11,-0.6
CCCCn1c(CN2CCN(CC)CC2)nc2c1c(=O)n(C)c(=O)n2C,11,-0.1,-3,1.1
O=C(NC(=S)Nc1cccc2ncccc12)c1ccc(N2CCOCC2)c([N+](=O)[O-])c1,9,0.1,17,-0.9
Cc1cc(Cl)ccc1OCC(=O)Nc1ccc(C(N)=O)cc1,7,0.0,4,0.3
CNC(=O)/C(=C\c1ccccc1)NC(=O)c1ccco1,-6,0.1,3,4.9
N#Cc1cccc(NC(=O)CCCOc2ccccc2)c1,2,0.1,-1,4.0
O=C(Nc1ccncc1)OC1CCN(C(=O)C(O)c2ccc(Br)cc2F)CC1 (stereo unspecified),-4,0.6,-6,-1.5
O=C1CN(NC(=O)COc2ccc(Cl)cc2)C(=O)N1,-1,0.0,-6,-0.5
CCCCOc1ccc(/C=N/NC2=NS(=O)(=O)c3ccccc32)cc1,-8,0.0,6,1.7
CC1Cc2c([nH]c3ccccc23)C(C)N1 (stereo unspecified),-1,-0.2,-4,0.1
C=CCn1c(SCC(=O)NC2CCCC2)nc2sc3c(c2c1=O)CCC3,-10,-0.1,2,1.1
CCOC(CNC(=O)C(=O)c1ccccc1NC(C)=O)OCC,14,0.0,-4,0.3
COC(=O)c1cc(C(=O)OC)n(Cc2ccc(Cl)cc2Cl)n1,6,-0.1,-7,-1.6
COc1cc2cc(CN(CCCO)C(=O)c3cccs3)c(=O)[nH]c2cc1OC,5,0.1,6,-1.0
C=CCN(CC=C)C(=O)/C=C/c1ccc(OC)c(OC)c1,8,0.1,-4,0.6
COCCN1CCN(C2CCc3c(sc4ncn(CCC(C)C)c(=O)c34)C2)CC1 (stereo unspecified),-10,0.1,4,0.4
O=C(CN1C(=O)NC2(CCCC2)C1=O)NCC(F)(F)F,-4,0.1,-10,2.2
O=S(=O)(c1ccccc1)N1CCC(CO)(Cc2ccccc2C(F)(F)F)CC1,-3,0.0,-7,-3.2
COC(=O)c1sc2nc(CN3CCSCC3)ccc2c1NC(=O)C1CCCO1 (stereo unspecified),-13,0.0,-10,0.0
O=C(/C=C/c1ccccc1)Nc1ncn[nH]1,14,-0.2,7,0.5
Ic1ccc(OCCCN2CCNCC2)cc1,28,-0.2,-6,-0.1
Cc1nn(C)c(C)c1NC(=O)c1cc2nc(-c3ccco3)cc(C(F)(F)F)n2n1,15,0.5,0,0.6
CC(C)NC(=O)C(=O)NCc1ccccc1Cl,0,-0.2,-11,-1.7
O=C(C1CCCO1)N1CCc2nc(N3CCCCC3)[nH]c(=O)c2C1 (stereo unspecified),7,-0.2,1,0.1

# Remaining list, next part
Molecule,MITF inh,FBW7 activator,TEAD-YAP block,GPR151 activ
NC(=O)c1ccccc1NC(=O)c1ccc(C(=O)Nc2ccccc2C(N)=O)cc1,4,-0.1,5,3.1
COc1ccc(C(=O)N2CCN(CCNC(=O)C(=O)Nc3ccc(F)cc3)CC2)cc1OC,9,0.1,-3,0.1
Cc1ccc(NC(=O)Cn2cnc3sc(C(=O)NCc4ccccn4)c(C)c3c2=O)cc1Cl,1,-0.1,-21,1.3
O=C1NC(c2cccc(Br)c2)c2c(-c3ccccc3)n[nH]c21 (stereo unspecified),-5,-0.1,-1,-0.6
COc1cccc(C(=O)Cn2c(=N)n(CC(=O)c3cccc(OC)c3)c3ccccc32)c1,16,1.0,-39,-0.2
CCCCSC1=C(C#N)C(=O)NC(CCC)S1 (stereo unspecified),-5,0.2,-19,0.4
Cc1cccc(C)c1NC(=O)C(NC(=O)CN1C(=O)c2ccccc2C1=O)c1ccccc1 (stereo unspecified),1,0.0,-4,-0.3
CC1=C(C(=O)OC2CCCC2)C(c2c(F)cccc2Cl)CC(=O)N1 (stereo unspecified),9,0.2,8,1.4
O=C(Nc1ccccc1)c1ccc(S(=O)(=O)N2CCC(C(=O)O)CC2)cc1,-8,-0.1,1,-0.4
Cc1c(C(=O)Nc2c(F)cccc2F)sc2ncn(Cc3ccccc3F)c(=O)c12,6,0.0,7,0.0
O=C(O)COc1ccc(C2C3=C(CCCC3=O)OC3=C2C(=O)CCC3)cc1Br,-7,-0.2,-8,-0.4
CCOc1ccc2[nH]c(O)c(NC(C)=O)c2c1,11,0.0,4,0.9
CC(=O)Cn1c(CN2CCC(C)CC2)nc2c1c(=O)n(C)c(=O)n2C,7,-0.1,3,-0.5
CCSCCOC(=O)C1=C(C)NC(=O)CC1c1cccc([N+](=O)[O-])c1 (stereo unspecified),9,-0.1,8,-0.4
Cc1c(C(=O)N2CCN(Cc3ccc4c(c3)OCO4)CC2)sc2ncn(CC(=O)N3CCOCC3)c(=O)c12,-10,0.0,3,0.1
COc1cccc(CNCCCN2CCOCC2)c1OC,3,0.6,-3,0.9
COc1cc(C2C(C(=O)c3cccs3)=C(O)C(=O)N2Cc2cccnc2)ccc1O (stereo unspecified),1,-0.1,-1,-1.2
CN(C(=O)c1cnn2c(C(F)(F)F)cc(-c3ccc(Br)cc3)nc12)C1CCCCC1,9,0.1,1,0.0
O=C(NCCO)c1cc(Nc2ccc(C(F)(F)F)cc2)nc2ccccc12,6,0.0,-15,-1.3
CCc1cc2c(=S)c(-c3ccccc3)c(C)oc2cc1OC,-2,0.0,-6,-1.0
COc1ccc(Cl)cc1NC(=O)N1CCCC(c2nnc(C)s2)C1 (stereo unspecified),5,-0.2,1,0.9
O=C1C2CCCC2=NN1c1ccccc1 (stereo unspecified),11,0.1,2,-0.2
O=C(Nc1ccc([N+](=O)[O-])cc1)OCc1ccccc1,-6,-0.1,-35,-1.6
Oc1ccc(/C=N/Nc2nn3cnnc3c3ccccc23)cc1,8,0.1,27,1.6
O=C(Nc1nccs1)c1ncc(Cl)c(Cl)c1Cl,2,-0.1,-2,0.9

# Entries from the list above that contain a furan ring, fused or not:
Molecule,MITF inh,FBW7 activator,TEAD-YAP block,GPR151 activ
COc1ccc(S(=O)(=O)NCC2CCN(Cc3ccco3)CC2)c(OC)c1,12,0.1,-5,1.6
N#CC1=C(SCC(=O)NCc2ccccc2)NC(=O)CC1c1ccco1 (stereo unspecified),-6,-0.1,-7,1.4
CNC(=O)/C(=C\c1ccccc1)NC(=O)c1ccco1,-6,0.1,3,4.9
Cc1nn(C)c(C)c1NC(=O)c1cc2nc(-c3ccco3)cc(C(F)(F)F)n2n1,15,0.5,0,0.6

# (more compounds)
Molecule,MITF inh,FBW7 activator,TEAD-YAP block,GPR151 activ
CC[C@@H](Cn1nc(-c2ccc(F)c(F)c2)ccc1=O)NC(=O)C1CCC1,5,0.0,-10,0.0
CC1(C)CC(=O)C2=C(C1)N(CCc1ccccc1)C1=C(C(=O)CC(C)(C)C1)C2c1ccc(F)cc1,8,0.3,-1,2.3
CNc1nc(Nc2ccc(OC(F)(F)F)cc2)nc(N2CCN(c3cccc(Cl)c3)CC2)n1,14,0.1,1,-1.4
CCOC(=O)CSc1nc(Nc2ccc(F)cc2)c2ccccc2n1,-11,0.2,-7,1.4
CCCOc1cc(C)c(S(=O)(=O)N2CCN(C)CC2)cc1C,12,0.3,-1,-1.5
CCOC(=O)C(=Cc1c[nH]c2ccc(S(=O)(=O)N(C)C)cc12)C(=O)OCC,1,0.1,-6,-0.5
O=C(O)c1ccccc1C(=O)NCCc1cn2ccccc2n1,10,-0.1,-7,0.1
CNC(=O)/C(C#N)=C\c1cc(C)n(-c2ccc(Br)cc2)c1C,1,-0.1,32*,-1.0
CCCCOC(=O)/C(=C\c1ccc2c(c1)OCO2)NC(=O)c1ccccc1,8,-0.1,2,2.0
CCOc1ccc(S(=O)(=O)N2CCCc3ccccc32)c2cccnc12,-9,-0.2,48*,-0.7
CCOC(=O)C(C)N1C(=O)S/C(=C/c2cccn2-c2ccc(OC)cc2)C1=O (stereo unspecified),12,-0.3,-4,-0.1
Oc1ccc(CCNc2nc(Nc3ncccn3)nc3c2ncn3-c2ccccc2)cc1,19,0.2,15,-0.8
COc1cc2c(cc1OC)C(COc1ccccc1OC)N(C(=O)c1cccc(C)c1)CC2 (stereo unspecified),4,-0.1,-7,0.0
Cc1ccc(/C=N/NC(=O)c2cc(C)[nH]n2)cc1,-15,-0.2,-29,-1.0
COCCNC(=O)CN(C)c1nn2c(=O)cc(C)nc2s1,12,-0.1,-3,-0.7
COc1cc([N+](=O)[O-])ccc1N/C(N)=N/c1nc(C)cc(C)n1,-20&16,0.1&0.2,57*!,0.1&1.2

# Compound activity (PubChem)
